Compound activity from PubChem BioAssay.
MEKK2wt PB1 HTS: raises or lowers MEK5 binding to wildtype human MEKK2 PB1 domain; 290,000 tested, 1.1% active; bead flow cytometry, Alexa488-MEK5 binding to MEKK2 WT; actives lie on both sides; Q9Y2U5; binding response (% of control), % at 10 µM; in the data active = binding response below about 67% or above about 130%
CRFR2-BP antag: antagonists of CRF-binding protein/CRF-R2 receptor complex. HEK293 CRF-R2/CRF-BP, CRF-induced calcium fluorescence. inhibition, % at 11.8 µM. 350,000 tested, 0.59% active;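 active = inhibition of the ligand-induced calcium signal above about 50% at the single tested concentration, limit read from the data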
SUMO HTRF inh: SUMOylation inhibition; inhibition, % at 35 µM; HTRF SUMOylation assay, SAE1/SAE2 + UBC9, in vitro; P63279; 290,000 tested, 0.36% active; in the data active = inhibition above about 50%, passing the limit was not always enough; also: strong numbers were not always called active
Target sequence (P63279 whole entry, looked up): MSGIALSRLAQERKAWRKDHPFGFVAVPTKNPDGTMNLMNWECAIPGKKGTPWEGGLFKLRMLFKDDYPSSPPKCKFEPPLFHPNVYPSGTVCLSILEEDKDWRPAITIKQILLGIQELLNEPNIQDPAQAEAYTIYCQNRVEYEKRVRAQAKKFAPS
MEKK2mut PB1 HTS: signal of MEK5 binding to mutant human MEKK2 PB1 domain. percent response, % at 10 µM. AID 1530. bead flow cytometry, Alexa488-MEK5 binding to MEKK2 mutant. 290,000 tested, 0.35% active; in the data active = percent response above about 24%, passing the limit was not always enough; also: inactives centre near 1; some results filed as inactive read as strong as hits
DNA FID counter: counter-screen for HCV NS3 helicase inhibitors: DNA intercalator displacement. DNA fluorescent intercalator displacement, fluorescence. inhibition, % at 7.9 µM. 290,000 tested, 0.17% active; in the data active = inhibition above about 37%;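 also: 0% = vehicle and 100% = reference compound; higher means more ethidium bromide displaced from hairpin DNA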
NS3 helicase inh: HCV NS3 helicase inhibition; inhibition, % at 10.9 µM; 290,000 tested, 0.56% active; NS3 helicase DNA unwinding, Cy5 molecular beacon fluorescence;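 active = inhibition above the mean of all tested compounds plus 3 SD, set per campaign, cut at about 35% in these data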;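 also: 0% = DMSO wells and 100% = thioflavine S control wells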
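System: NS3 helicase fragment of HCV / Schedule: 1 h at 25 °C / Control set: DMSO alone as 0% and 110 µM thioflavine S as 100% / Reagent: Cy5/quencher beacon DNA duplex and ATP to start / Technique: Cy5 fluorescence / Replication: singlicate / Evaluation: % inhibition of end-to-start signal ratio versus controls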
MEKK3 PB1 HTS: modulators (inhibitors or enhancers) of MEK5 binding to human MEKK3 PB1 domain. Q99759. binding response (% of control), % at 10 µM. bead-based flow cytometry, Alexa488-MEK5 binding to MEKK3; actives lie on both sides; 0 = blocked by unlabeled MEK5, 100 = vehicle. 290,000 tested, 1.4% active. AID 1529;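 active = binding response more than 3 SD above or below the average of its plate-row segment, actives on both sides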;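 also: Alexa488 bead fluorescence after subtracting the streptavidin-only scavenger bead signal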
Target sequence (Q99759 whole entry, looked up, the tested form may be a part): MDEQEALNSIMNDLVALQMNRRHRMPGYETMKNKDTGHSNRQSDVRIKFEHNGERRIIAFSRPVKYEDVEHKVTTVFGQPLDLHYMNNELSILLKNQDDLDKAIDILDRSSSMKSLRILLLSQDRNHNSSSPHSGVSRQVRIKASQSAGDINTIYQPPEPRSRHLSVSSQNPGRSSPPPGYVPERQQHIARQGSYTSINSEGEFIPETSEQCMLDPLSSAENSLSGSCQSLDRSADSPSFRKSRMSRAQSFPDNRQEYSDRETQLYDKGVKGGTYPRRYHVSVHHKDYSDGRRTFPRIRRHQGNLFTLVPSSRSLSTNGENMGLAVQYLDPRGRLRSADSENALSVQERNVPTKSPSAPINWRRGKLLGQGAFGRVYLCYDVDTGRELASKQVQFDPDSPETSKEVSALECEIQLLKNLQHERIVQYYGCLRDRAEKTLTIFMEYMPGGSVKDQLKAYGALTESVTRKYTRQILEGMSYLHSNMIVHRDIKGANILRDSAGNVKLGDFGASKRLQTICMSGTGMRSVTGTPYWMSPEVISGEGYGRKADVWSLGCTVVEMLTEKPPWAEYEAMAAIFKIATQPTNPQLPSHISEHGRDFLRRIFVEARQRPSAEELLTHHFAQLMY
CRFBP-R2 agonist: CRF-BP/CRF-R2 complex agonism; activation, % at 13.2 µM; HEK293 CRF-R2/CRF-BP, calcium dye fluorescence (FLIPR); percent of saturating CRF peptide response; 350,000 tested, 0.46% active;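 active = activation of at least 50%, plus an integration ratio under a set limit after plate pattern correction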;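 also: plate controls were neutral control wells without compound for no effect and CRF at EC100 for full effect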
GalR3 antagonist: blocks the human galanin receptor 3; O60755; HEK293 GalR3-CNG cAMP membrane potential fluorescence; galR3 body fused to GalR1 C-terminus; inhibition, % at 3 µM; 360,000 tested, 0.44% active; AID 651719;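 active = inhibition above the screen-wide average plus 3 SD, cut at about 13% in these data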;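 also: forskolin and galanin both at EC90 stimulate the cells; cAMP rise reported by CNG channel membrane potential dye signal; 0% = forskolin plus galanin with DMSO and 100% = forskolin alone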
Active calls of the source: *. Only part of the results is shown; the hit share may differ from the screen's.

Results for Cc1cccc(C)c1NC(=O)/C(C#N)=C/c1cccs1 ?
MEKK2wt PB1 HTS: 110.0; CRFR2-BP antag: -18.8; SUMO HTRF inh: -2.4; MEKK2mut PB1 HTS: 7.0; DNA FID counter: 3.3; NS3 helicase inh: -8.9; MEKK3 PB1 HTS: 108.0; CRFBP-R2 agonist: 0.3; GalR3 antagonist: -5.5

Results for COCCNC(=S)Nc1cccc2cnccc12 ?
MEKK2wt PB1 HTS: 97.0; CRFR2-BP antag: 3.7; SUMO HTRF inh: 62.0; MEKK2mut PB1 HTS: -7.0; DNA FID counter: -4.2; NS3 helicase inh: -6.3; MEKK3 PB1 HTS: 97.0; CRFBP-R2 agonist: -0.9; GalR3 antagonist: 7.2

Results for O=C1CC(NCc2ccc(F)cc2)C(=O)N1c1ccccc1 (stereo unspecified) ?
MEKK2wt PB1 HTS: 94.0; CRFR2-BP antag: -7.7; SUMO HTRF inh: -0.8; MEKK2mut PB1 HTS: -1.0; DNA FID counter: -3.6; NS3 helicase inh: -7.4; MEKK3 PB1 HTS: 98.0; CRFBP-R2 agonist: -1.1; GalR3 antagonist: -2.2

Results for CCN(CC)Cc1c(O)ccc2c(=O)c(-c3ccc4c(c3)OCCO4)coc12 ?
MEKK2wt PB1 HTS: 110.0; CRFR2-BP antag: -4.8; SUMO HTRF inh: 18.8; MEKK2mut PB1 HTS: 7.0; DNA FID counter: 5.0; NS3 helicase inh: 2.3; MEKK3 PB1 HTS: 105.0; CRFBP-R2 agonist: -1.4; GalR3 antagonist: -3.2

What do the screens show for `COc1ccccc1/C=C/C(=O)OCC(=O)Nc1ccccc1Sc1ccccc1`?
MEKK2wt PB1 HTS: 102.0; CRFR2-BP antag: 19.1; SUMO HTRF inh: 0.2; MEKK2mut PB1 HTS: 2.0; DNA FID counter: -15.5; NS3 helicase inh: -5.3; MEKK3 PB1 HTS: 107.0; CRFBP-R2 agonist: -1.3; GalR3 antagonist: -0.9

How did CCCCN(C(=O)Oc1ccccc1)C1CCS(=O)(=O)C1 (stereo unspecified) do in these assays?
MEKK2wt PB1 HTS: 102.0; CRFR2-BP antag: -0.9; SUMO HTRF inh: 14.1; MEKK2mut PB1 HTS: 3.0; DNA FID counter: -3.7; NS3 helicase inh: -5.4; MEKK3 PB1 HTS: 99.0; CRFBP-R2 agonist: 0.2; GalR3 antagonist: 1.5

How did O=C(CS(=O)c1ccc(Br)cc1)N1CCOCC1 (stereo unspecified) do in these assays?
MEKK2wt PB1 HTS: 104.0; CRFR2-BP antag: -4.8; SUMO HTRF inh: 19.3; MEKK2mut PB1 HTS: 8.0; DNA FID counter: -4.1; NS3 helicase inh: -1.3; MEKK3 PB1 HTS: 103.0; CRFBP-R2 agonist: -0.4; GalR3 antagonist: -7.6

Results for Cc1ccc(-n2nc(C)c3c(C)c(CCC(=O)NCC4CCCO4)c(=O)n(C)c32)cc1 (stereo unspecified) ?
MEKK2wt PB1 HTS: 99.0; CRFR2-BP antag: -0.9; SUMO HTRF inh: 3.8; MEKK2mut PB1 HTS: 0.0; DNA FID counter: -23.1; NS3 helicase inh: -2.5; MEKK3 PB1 HTS: 100.0; CRFBP-R2 agonist: -0.6; GalR3 antagonist: 0.8

What do the screens show for `CC(=O)CSc1nnc2cc(C)c3ccccc3n12`?
MEKK2wt PB1 HTS: 100.0; CRFR2-BP antag: -6.5; SUMO HTRF inh: 28.1; MEKK2mut PB1 HTS: -1.0; DNA FID counter: -2.8; NS3 helicase inh: -1.3; MEKK3 PB1 HTS: 113.0; CRFBP-R2 agonist: -1.4; GalR3 antagonist: -2.8

How did CCC(C(=O)NC(C)(C)C)N(Cc1cccs1)C(=O)CNS(=O)(=O)c1ccccc1 (stereo unspecified) do in these assays?
MEKK2wt PB1 HTS: 118.0; CRFR2-BP antag: -1.1; SUMO HTRF inh: 2.5; MEKK2mut PB1 HTS: 29.0; DNA FID counter: -32.0; NS3 helicase inh: 5.1; MEKK3 PB1 HTS: 132.0*; CRFBP-R2 agonist: -0.3; GalR3 antagonist: -3.9

Results for CCOc1ccc(C(=O)NCC2CCCO2)cc1OCC (stereo unspecified) ?
MEKK2wt PB1 HTS: 100.0; CRFR2-BP antag: 2.9; SUMO HTRF inh: 25.6; MEKK2mut PB1 HTS: -5.0; DNA FID counter: -0.8; NS3 helicase inh: -7.1; MEKK3 PB1 HTS: 102.0; CRFBP-R2 agonist: -1.3; GalR3 antagonist: -4.8

How did CC(Sc1nc2c(cc1C#N)CCCCC2)C(=O)O (stereo unspecified) do in these assays?
MEKK2wt PB1 HTS: 100.0; CRFR2-BP antag: -12.6; SUMO HTRF inh: 1.7; MEKK2mut PB1 HTS: 7.0; DNA FID counter: 0.5; NS3 helicase inh: -8.0; MEKK3 PB1 HTS: 98.0; CRFBP-R2 agonist: 3.3; GalR3 antagonist: 3.5

How did CCOC(=O)n1c(=O)n(C)c2ccc(Br)cc21 do in these assays?
MEKK2wt PB1 HTS: 90.0; CRFR2-BP antag: 8.0; SUMO HTRF inh: 3.3; MEKK2mut PB1 HTS: -11.0; DNA FID counter: -5.1; NS3 helicase inh: 112.0*; MEKK3 PB1 HTS: 93.0; CRFBP-R2 agonist: -0.8; GalR3 antagonist: -1.5

For convenience, 6 of the compounds above.
Results for Cc1ccc(-n2nc(C)c3c(C)c(CCC(=O)NCC4CCCO4)c(=O)n(C)c32)cc1 (stereo unspecified) ?
MEKK2wt PB1 HTS: 99.0; CRFR2-BP antag: -0.9; SUMO HTRF inh: 3.8; MEKK2mut PB1 HTS: 0.0; DNA FID counter: -23.1; NS3 helicase inh: -2.5; MEKK3 PB1 HTS: 100.0; CRFBP-R2 agonist: -0.6; GalR3 antagonist: 0.8

What do the screens show for `CC(=O)CSc1nnc2cc(C)c3ccccc3n12`?
MEKK2wt PB1 HTS: 100.0; CRFR2-BP antag: -6.5; SUMO HTRF inh: 28.1; MEKK2mut PB1 HTS: -1.0; DNA FID counter: -2.8; NS3 helicase inh: -1.3; MEKK3 PB1 HTS: 113.0; CRFBP-R2 agonist: -1.4; GalR3 antagonist: -2.8

How did CCC(C(=O)NC(C)(C)C)N(Cc1cccs1)C(=O)CNS(=O)(=O)c1ccccc1 (stereo unspecified) do in these assays?
MEKK2wt PB1 HTS: 118.0; CRFR2-BP antag: -1.1; SUMO HTRF inh: 2.5; MEKK2mut PB1 HTS: 29.0; DNA FID counter: -32.0; NS3 helicase inh: 5.1; MEKK3 PB1 HTS: 132.0*; CRFBP-R2 agonist: -0.3; GalR3 antagonist: -3.9

Results for CCOc1ccc(C(=O)NCC2CCCO2)cc1OCC (stereo unspecified) ?
MEKK2wt PB1 HTS: 100.0; CRFR2-BP antag: 2.9; SUMO HTRF inh: 25.6; MEKK2mut PB1 HTS: -5.0; DNA FID counter: -0.8; NS3 helicase inh: -7.1; MEKK3 PB1 HTS: 102.0; CRFBP-R2 agonist: -1.3; GalR3 antagonist: -4.8

How did CC(Sc1nc2c(cc1C#N)CCCCC2)C(=O)O (stereo unspecified) do in these assays?
MEKK2wt PB1 HTS: 100.0; CRFR2-BP antag: -12.6; SUMO HTRF inh: 1.7; MEKK2mut PB1 HTS: 7.0; DNA FID counter: 0.5; NS3 helicase inh: -8.0; MEKK3 PB1 HTS: 98.0; CRFBP-R2 agonist: 3.3; GalR3 antagonist: 3.5

How did CCOC(=O)n1c(=O)n(C)c2ccc(Br)cc21 do in these assays?
MEKK2wt PB1 HTS: 90.0; CRFR2-BP antag: 8.0; SUMO HTRF inh: 3.3; MEKK2mut PB1 HTS: -11.0; DNA FID counter: -5.1; NS3 helicase inh: 112.0*; MEKK3 PB1 HTS: 93.0; CRFBP-R2 agonist: -0.8; GalR3 antagonist: -1.5
